NCI-60 one-dose screen, 48 h, at 10 µM unless noted. Numbers give growth in % (100 = growth as untreated, 0 = no growth, -100 = all killed).
EKVX: EKVX NSCLC | 71,000 tested, 3% active | AID 1794765
SK-MEL-2: SK-MEL-2 melanoma | 77,000 tested, 4.7% active | AID 1794763
M14: M14 melanoma; AID 1794745; 80,000 tested, 6.2% active
MALME-3M: MALME-3M melanoma. 78,000 tested, 5.8% active. AID 1794766
UACC-62: UACC-62 melanoma; 81,000 tested, 5.4% active; AID 1794756
A549/ATCC: A549/ATCC NSCLC | 81,000 tested, 3.7% active | AID 1794740
UACC-257: UACC-257 melanoma; AID 1794764; 78,000 tested, 4.4% active
SK-MEL-5: SK-MEL-5 melanoma; 80,000 tested, 6.4% active
* = called active by the depositor; nt = not tested or not shown; & = joins results of further samples. How the source made its calls: active means growth percent below 10; inactive means the rest. The list is partial, so the mix of outcomes need not match the whole.

Screens by letter – A = EKVX; B = SK-MEL-2; C = M14; D = MALME-3M; E = UACC-62; F = A549/ATCC; G = UACC-257; H = SK-MEL-5
mol: O=C(NC(O)C(Cl)(Cl)Cl)NC(O)C(Cl)(Cl)Cl (configuration not stated)
  A: nt; B: 110; C: 96; D: nt; E: 105; F: 101; G: 106; H: 101

mol: CCC1=C[C@@H]2CN3CCc4c([nH]c5ccccc45)[C@@](C(=O)OC)(C2)[C@@H]13
  A: 105; B: 104; C: 100; D: 100; E: 100; F: 99; G: 99; H: 102

mol: CCN(CC)C(=O)[C@H]1CN(C)[C@@H]2Cc3c[nH]c4cccc(c34)[C@]23C[C@H]13
  A: 103; B: 104; C: 98; D: 121; E: 87; F: 113; G: 91; H: 100

mol: COc1cc2c(cc1OC)C13CCN4CC5=CCOC(CC(=O)O)C(C5CC41)C3N2 (configuration not stated)
  A: nt; B: 114; C: 102; D: 101; E: 106; F: 104; G: 112; H: 98

mol: CC1CCC(OC(C[N+](=O)[O-])C(Cl)(Cl)Cl)CC1 (configuration not stated)
  A: nt; B: 109; C: 100; D: 95; E: 105; F: 102; G: 103; H: 97

mol: O=C1/C(=C/c2cn(Cc3ccc(Br)cc3)c3ncccc23)N2CCC1CC2
  A: 90; B: 92; C: 100; D: 85; E: 73; F: 95; G: 100; H: 94

mol: Cc1ccc(CCN)cc1C
  A: 99; B: 110; C: 101; D: 81; E: 97; F: 94; G: nt; H: 101

mol: CCCCCN(CCCCC)CC(O)c1cc(Cl)c(Cl)cc1C (configuration not stated)
  A: 96; B: 110; C: 85; D: 94; E: 77; F: 88; G: 85; H: 103

mol: NC(=S)N=Nc1c(O)[nH]c(=O)[nH]c1=O
  A: 88; B: 115; C: 102; D: 108; E: 100; F: 95; G: 91; H: 133

mol: CCC(CC)OC(=O)Cc1ccccc1
  A: 95; B: 99; C: 95; D: 106; E: nt; F: 90; G: 98; H: 101

mol: C=C(C)CC1(CC)C(=O)NC(=S)NC1=O
  A: 111; B: 109&99; C: 109&109; D: 107; E: 105&100; F: 108; G: 111; H: 100&105

mol: CCN(CC)CC(O)CN1CC2CCCCC2C1 (configuration not stated)
  A: 96; B: nt; C: 105; D: nt; E: 97; F: 101; G: 113; H: 106

mol: C[N+](C)(C)CCOS(=O)(=O)[O-]
  A: nt; B: 108; C: 113; D: 110; E: 101; F: 100; G: 102; H: 109

mol: O=C(Nc1ccc([N+](=O)[O-])c(C(F)(F)F)c1)c1cc(-c2ccc(F)cc2F)ccc1O
  A: 93; B: 96; C: 109; D: 84; E: 88; F: 89; G: 113; H: 86

mol: Cc1cc(N(CCCl)CCCl)ccc1/C=N\NC(=O)c1cccnc1
  A: 96&98; B: 114&77; C: 92&96; D: 107; E: 61&45; F: 82&74; G: 89&85; H: 79&89

mol: COc1ccccc1N1CCN(C(C)C)CC1
  A: 97; B: 103; C: 99; D: 98; E: 102; F: 102; G: 104; H: 99

mol: CCn1nccc1NC(=O)C(=O)c1cn(Cc2ccc(F)cc2)c2cccc(OC)c12
  A: 82; B: 48; C: 88; D: 109; E: 78; F: 92; G: 98; H: 87

mol: Cc1cccc(CN2CCNCC2)c1
  A: 106; B: 116; C: 111; D: 113; E: 97; F: 96; G: 108; H: 106

mol: CCOP(=O)(NC(C)(C)C)OCC
  A: 115; B: 107; C: 99; D: 97; E: 100; F: 105; G: 107; H: 101

mol: Cn1c(=O)c2[nH]c(N3CCN(CCCl)CC3)nc2n(C)c1=O
  A: 100; B: 100; C: 104; D: 105; E: 105; F: 94; G: 99; H: 106

Part of the list above, limited to A549/ATCC.
| Compound | A549/ATCC |
| --- | --- |
| CCN(CC)CC(O)CN1CC2CCCCC2C1 (configuration not stated) | 101 |
| C[N+](C)(C)CCOS(=O)(=O)[O-] | 100 |
| O=C(Nc1ccc([N+](=O)[O-])c(C(F)(F)F)c1)c1cc(-c2ccc(F)cc2F)ccc1O | 89 |
| Cc1cc(N(CCCl)CCCl)ccc1/C=N\NC(=O)c1cccnc1 | 82&74 |

(next part)
Screens by letter – A = EKVX; B = SK-MEL-2; C = M14; D = MALME-3M; E = UACC-62; F = A549/ATCC; G = UACC-257; H = SK-MEL-5
mol: CSc1ncc(Br)c(N2CC2)n1
  A: 100; B: 107; C: 99; D: 126; E: 106; F: 137; G: 128; H: 110

mol: CCCCC(=O)c1ccccc1
  A: nt; B: 96; C: 102; D: 102; E: 97; F: 101; G: 112; H: 111

mol: CC1CNC(=S)N1 (configuration not stated)
  A: 107; B: 111; C: 104; D: 126; E: 110; F: 99; G: 94; H: 104

mol: CCOC(=O)N[C@H]1CCc2c(Br)c(OC)c(OC)c(OC)c2-c2ccc(SC)c(=O)cc21
  A: 45; B: 43; C: 0.6*; D: 35; E: 39; F: 21; G: 67; H: -23*

mol: Cc1ccc2[nH]c(=S)n(-c3ccc(F)cc3)c(=O)c2c1
  A: 95; B: 105; C: 100; D: 96; E: 91; F: 100; G: 104; H: 98

mol: C/C=C1/CN2CC[C@@]34c5ccccc5N[C@@]23[C@H](O)C[C@@H]1C4(CO)C(=O)OC (some centres not stated)
  A: 86; B: 110; C: 105; D: 106; E: 112; F: 96; G: 104; H: 96

mol: Cc1sc2nc(N3CCN(C)CC3)[nH]c(=O)c2c1C
  A: 95; B: nt; C: 101; D: 102; E: 98; F: 78; G: 83; H: 103

mol: FCCN(CCF)c1cccc(Cl)c1
  A: 102; B: 94; C: 97; D: 98; E: 96; F: 101; G: 107; H: 106

mol: O=C1C=C2c3ccccc3CC(C(=O)O)C2CC1 (configuration not stated)
  A: 93; B: 122; C: 103&96; D: 99&92; E: 93&104; F: 102&100; G: 100; H: 102&100

mol: O=C(O)C1C(C(=O)O)C2(Cl)C(Cl)=C(Cl)C1(Cl)C2(Cl)Cl.[Hg] (configuration not stated)
  A: 102; B: 102; C: 80; D: 70; E: nt; F: 85; G: 75; H: 85

mol: CCCC1(CCSC(=N)N)C(=O)NC(=O)NC1=O
  A: nt; B: 128; C: 103; D: 110; E: 99; F: 108; G: 106; H: 97

mol: C[C@]12CC[C@H]3[C@@H](CC=C4c5nc(-c6cccc(F)c6)sc5CC[C@@]43C)[C@@H]1CC[C@@H]2O
  A: 97; B: 105; C: 89; D: 97; E: 99; F: 94; G: 94; H: 103

mol: CC(Cl)[N+](=O)[O-] (configuration not stated)
  A: 103; B: 123; C: 103; D: 98; E: 106; F: 110; G: 117; H: 109

mol: CC(C)CCC1C(=O)NC(=O)NC1=O
  A: 96; B: 82; C: 100; D: 89; E: 97; F: 79; G: 96; H: 103

mol: COCCOCCOCCOc1ccc(-n2cc(CCCN(CCNc3ccnc4cc(Cl)ccc34)C(=O)CCC(=O)O[C@@H]3O[C@@H]4OC5(C)CC[C@H]6[C@H](C)CC[C@@H]([C@H]3C)[C@@]46OO5)nn2)cc1
  A: 54; B: 48; C: 35; D: -61*; E: 37; F: 46; G: 13; H: -16*

mol: O=C1c2ccccc2C(=O)N1N1CC1c1ccccc1 (configuration not stated)
  A: nt; B: nt; C: 100; D: 92; E: 105; F: 99; G: 101; H: 101

mol: CCCCC/C=C/C(C)=C/C1CC(C)C/C=C/CCC(O)C(OC(N)=O)CCC(C)CC(OC(N)=O)C(C)C(=O)O1 (configuration not stated)
  A: 81; B: 99; C: 71; D: 91; E: 84; F: 94; G: 100; H: 63

mol: COc1ccc(C(O)P(=O)(OC)OC)cc1 (configuration not stated)
  A: 115; B: 95; C: 101; D: 105; E: nt; F: 100; G: 114; H: 115

mol: O=S(=O)(c1ccccc1)C(Br)Br
  A: nt; B: 99; C: 105; D: 116; E: 108; F: 104; G: 114; H: 106

mol: COc1cccc(CNC(=O)CN2CCCC2=O)c1O
  A: 91; B: 108; C: 86; D: 106; E: 96; F: 89; G: 99; H: 102

mol: Clc1cccc(Cl)c1Cl
  A: 96; B: 74; C: 95; D: 103; E: 100; F: 86; G: 87; H: 105

mol: CC(=O)O[C@H](C[C@H](C(C)C)N(C)C(=O)[C@@H](NC(=O)[C@H]1CCCN1C)C(C)C)c1nc(C(=O)N[C@@H](Cc2ccccc2)C[C@H](C)C(=O)O)c(C)s1
  A: 54; B: 37; C: 4.9*; D: 54; E: 39; F: 13; G: 38; H: -19*

mol: O=[N+]([O-])c1cccc(Cl)c1O
  A: 105; B: 102; C: 97; D: 104; E: 99; F: 98; G: 99; H: 99

mol: CCCCOc1nc2cc(Cl)ccc2cc1C(c1c(O)c2ccccc2oc1=O)c1cn(CCCC)c2ccccc12 (configuration not stated)
  A: 104; B: 107; C: nt; D: 103; E: 96; F: 106; G: 95; H: nt

mol: O=C(NCCCN1CC1)C(=O)NCCCN1CC1
  A: nt; B: 97; C: 100; D: 92; E: 105; F: 85; G: 83; H: 93

mol: CC(C)(C)c1ccc(O)cc1
  A: 101; B: 113; C: 104; D: 106; E: 97; F: 100; G: 96; H: 101

mol: Nc1nc(N)nc(N)n1
  A: 108; B: 112; C: 96; D: 95; E: nt; F: 114; G: 100; H: 103

mol: Cc1ccc(C(O)(C(=O)O)c2ccc(C)cc2)cc1
  A: 102; B: 100; C: 97; D: 86; E: nt; F: 69; G: 79; H: 101

mol: C[C@]12CCc3nc(-c4cccc(Oc5ccc(C(F)(F)F)cn5)c4)sc3C1=CC[C@@H]1[C@@H]2CC[C@]2(C)C(=O)CC[C@@H]12
  A: 101; B: 101; C: 104; D: 100; E: 100; F: 98; G: 103; H: 100

mol: O=S(=O)(F)c1ccc(Cl)cc1C[P+](c1ccccc1)(c1ccccc1)c1ccccc1
  A: 91; B: 94; C: 98; D: 106; E: 90; F: 95; G: nt; H: 98

Compound profiles, as listed above. Screens in order: EKVX, SK-MEL-2, M14, MALME-3M, UACC-62, A549/ATCC, UACC-257, SK-MEL-5
Results for CC(=O)O[C@H](C[C@H](C(C)C)N(C)C(=O)[C@@H](NC(=O)[C@H]1CCCN1C)C(C)C)c1nc(C(=O)N[C@@H](Cc2ccccc2)C[C@H](C)C(=O)O)c(C)s1 → 54, 37, 4.9*, 54, 39, 13, 38, -19*
Results for O=S(=O)(F)c1ccc(Cl)cc1C[P+](c1ccccc1)(c1ccccc1)c1ccccc1 → 91, 94, 98, 106, 90, 95, nt, 98
Results for Cc1ccc(C(O)(C(=O)O)c2ccc(C)cc2)cc1 → 102, 100, 97, 86, nt, 69, 79, 101
Results for CCCCOc1nc2cc(Cl)ccc2cc1C(c1c(O)c2ccccc2oc1=O)c1cn(CCCC)c2ccccc12 (configuration not stated) → 104, 107, nt, 103, 96, 106, 95, nt
Results for O=C(NCCCN1CC1)C(=O)NCCCN1CC1 → nt, 97, 100, 92, 105, 85, 83, 93

(more compounds)
Screens by letter – A = EKVX; B = SK-MEL-2; C = M14; D = MALME-3M; E = UACC-62; F = A549/ATCC; G = UACC-257; H = SK-MEL-5
mol: O=C(O)CCOC(C[N+](=O)[O-])C(Cl)(Cl)Cl (configuration not stated)
  A: nt; B: 98; C: 97; D: 89; E: 103; F: 98; G: 98; H: 104

mol: Brc1ccc2ccccc2c1
  A: 104; B: 108; C: 106; D: 112; E: 112; F: 106; G: 114; H: 101

mol: Cc1cc(C(C)(C)c2cc(C)c(O)c(C)c2)cc(C)c1O
  A: 84; B: 57; C: 78; D: 90; E: 73; F: 75; G: 100; H: 87

mol: CC1=CC(=O)C2=C(C)CC(O)[C@@H]3[C@H](OC(=O)[C@@H]3C)[C@@H]12 (some centres not stated)
  A: 99; B: 102; C: 96; D: 94; E: 94; F: 97; G: 98; H: 101
